Vc quorum ag – inducers of Vibrio cholerae quorum light production without autoinducers, primary screen, BH1578 luxS cqsA deficient, single point | activation, % at 18.7 µM | V. cholerae BH1578 lux reporter, luminescence, 6 h | 0.16% of 350,000 active; in the data active means activation mostly above about 9.7%, no sharp cut-off; further: not every result past the cut was called active; inactives centre near 0; reference of the scale not given here
Mtb BioA inh – M. tuberculosis BioA enzyme inhibitors, primary screen, biochemical, plate reader, single point, HTS | purified M. tuberculosis BioA enzyme | inhibition, % at 9.99 µM | 0.096% of 360,000 active | AID 602481, 2012; in the data active means inhibition above about 40%
Mtb FBA inh – Mtb FBA enzyme inhibitors, primary screen, biochemical, fluorescence, strain H37Rv | purified M. tuberculosis FBA, fluorescence read-out | inhibition, % at 1 µM | 2.3% of 360,000 active | AID 588726, 2011; in the data active means inhibition above about 27%;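 further: 0% = vehicle and 100% = reference inhibitor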
Target sequence (P9WQA3 whole entry, looked up): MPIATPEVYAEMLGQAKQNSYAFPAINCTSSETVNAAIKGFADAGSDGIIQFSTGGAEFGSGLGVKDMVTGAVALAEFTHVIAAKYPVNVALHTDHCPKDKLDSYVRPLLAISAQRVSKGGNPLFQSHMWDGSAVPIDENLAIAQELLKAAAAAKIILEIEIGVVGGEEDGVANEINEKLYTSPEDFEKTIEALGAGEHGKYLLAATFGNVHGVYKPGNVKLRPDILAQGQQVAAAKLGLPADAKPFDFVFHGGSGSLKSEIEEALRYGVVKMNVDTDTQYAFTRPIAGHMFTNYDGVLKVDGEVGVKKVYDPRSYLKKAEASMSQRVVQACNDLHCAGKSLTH
TcdB GH inh – TcdB glycohydrolase inhibitors, primary screen, biochemical, single point, plate reader; AID 652162, 2013; Toxin B (Clostridioides difficile), P18177; TcdB glycohydrolase enzymatic assay; 0.24% of 350,000 active; inhibition, % at 9.99 µM; in the data active means inhibition above about 10%
Yp Topo-I inh – Yersinia pestis topoisomerase I inhibitors, primary screen, biochemical, cleavage product accumulation, plate reader, single point. activity, % at 10 µM. Y. pestis Topo-I cleavage product accumulation. DNA topoisomerase I (Yersinia pestis CO92). AID 504884, 2011. 0.064% of 360,000 active; in the data active means activity above about 50%, passing the limit was not always enough; further: inactives centre near 2
GDH-TPI counter – GDH-TPI coupling enzyme inhibitors, primary screen, artefact control for M. tuberculosis FBA inhibitor project, biochemical, absorbance, full deck; GDH-TPI coupled enzyme counterscreen, NADH absorbance; inhibition, % at 4.8 µM; 1.2% of 360,000 active; in the data active means inhibition above about 30%;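 further: 0% = DMSO wells and 100% = wells lacking the enzyme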
FadD28 binding – inhibitors of FadD28 bisubstrate probe binding, primary screen, biochemical, fluorescence polarization, single point; Mycobacterium tuberculosis FadD28 fatty-acid-AMP ligase; inhibition, % at 12.5 µM; 0.22% of 360,000 active; AID 588549, 2011; in the data active means inhibition above about 8.5%, passing the limit was not always enough
UGM FP inh – M. tuberculosis UGM enzyme inhibitors, primary screen, biochemical, fluorescence polarization, single point; 0.06% of 320,000 active; purified UGM, fluorescence polarization probe displacement; inhibition, % at 10 µM; UDP-galactopyranose mutase (Mycobacterium tuberculosis (strain ATCC 25618 / H37Rv)), …; in the data active means inhibition above about 10%, passing the limit was not always enough
Target sequence (P9WIQ1 whole entry, looked up): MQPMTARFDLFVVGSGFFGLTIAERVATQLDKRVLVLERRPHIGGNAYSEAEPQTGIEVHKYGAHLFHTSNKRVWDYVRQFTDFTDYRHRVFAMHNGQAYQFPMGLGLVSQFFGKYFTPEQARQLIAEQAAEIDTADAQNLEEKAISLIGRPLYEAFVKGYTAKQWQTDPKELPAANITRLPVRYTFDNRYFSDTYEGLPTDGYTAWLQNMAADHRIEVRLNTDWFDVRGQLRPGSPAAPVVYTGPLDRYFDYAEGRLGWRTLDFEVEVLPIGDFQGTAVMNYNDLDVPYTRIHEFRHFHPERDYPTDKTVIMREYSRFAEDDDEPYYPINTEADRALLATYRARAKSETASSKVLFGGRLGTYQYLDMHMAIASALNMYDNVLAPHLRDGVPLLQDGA
PfHsp40 yeast – rescue of yeast from PfHsp40 toxicity, primary screen, S. cerevisiae, ATP luminescence; 0.68% of 340,000 active; S. cerevisiae expressing PfHsp40, growth rescue; growth rescue, % at 12.5 µM; in the data active means growth rescue above about 28%, passing the limit was not always enough;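 further: yeast W303a lacking pdr1 and pdr3 grown in galactose medium; growth measured after three days at 30 °C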
Starred values were filed as active, the others as inactive; i = inactive; . = not tested or not shown; & = joins results of further samples.

SMILES	Vc quorum ag	Mtb BioA inh	Mtb FBA inh	TcdB GH inh	Yp Topo-I inh	GDH-TPI counter	FadD28 binding	UGM FP inh	PfHsp40 yeast
CCOC(=O)c1sc2c(c1C)c(=O)n(CCO)c(=O)n2Cc1ccccc1	-1.2	-3.0	3.7	0.7	12.3	0.7	-0.2	-0.7	0.4
O=C(O)CCC(=O)N1N=C(c2ccc(Br)cc2)CC1c1cccs1 (stereo unspecified)	-0.4	.	4.3	0.6	3.4	3.8	-0.8	-0.6	-0.3
CCOC(=O)N1CCC(NC(=O)c2cc3c(=O)n(C)c4ccccc4c3n2C)CC1	-0.3	-1.9	7.4	0.2	21.9	-2.0	-0.3	1.4	-1.1
COc1cc(NC(=O)c2ccccc2)c(C)cc1NC(=O)CC(CC(=O)O)c1ccccc1 (stereo unspecified)	1.1	-1.2	-1.9	0.9	4.5	2.1	-1.0	0.9	-0.7
Cc1ccc(S(=O)(=O)NNC(=O)CC#N)cc1	0.3	-1.7	2.2	0.6	1.7	5.8	-0.8	-2.3	0.4
CC(C)CC1Nc2ncnc(N3CCN(c4ccccc4)CC3)c2N(Cc2ccccc2)C1=O (stereo unspecified)	-0.4	-1.1&1.4	8.3&3.0	1.5	15.6	7.2	-1.5&-1.0	0.4	5.2
CC(C)NC(=S)Nc1ccc(S(=O)(=O)Nc2ncccn2)cc1	-0.2	-1.9	1.8	0.1	-6.8	11.1	-1.3	0.3	1.1
CCOc1ccc(OCCOCCNCCOC)cc1	-0.3	.	2.0	.	-3.4	1.5	-2.8	0.9	0.5
Nc1nc2c(nc(N3CCCCC3)n2[C@@H]2O[C@H](CO)[C@@H](O)[C@H]2O)c(=O)[nH]1	i	.	3.5	0.6	3.1	-1.8	-1.5	0.8	-1.0
C[C@@H]1CN([C@@H](C)CO)C(=O)c2cc(N(C)C)ccc2O[C@@H](C)CCCCO[C@@H]1CN(C)Cc1ccc2c(c1)OCO2	2.4	0.7&1.0&-0.6	3.2	-82.7&-24.2&-13.4	-2.7	-3.1	0.3	.	.
O=C(CCC(NC(=O)OCc1ccccc1)C(=O)OCC(=O)N1CCCCC1)OCC(=O)N1CCCCC1 (stereo unspecified)	-5.6	-0.8	1.7	.	14.7	-1.9	1.2	1.4	0.8
Cc1ccc(NC(=S)NCc2ccc3c(c2)OCO3)c(C)c1	i	-0.2	1.7	.	2.0	7.5	-5.2	1.9	0.4
CCOC(=O)N1CCN(C(=O)c2cc(-c3ccc(OCC)cc3)nc3ccccc23)CC1	-8.4	0.2	76.9*	.	-1.9	26.3	-1.8	-2.5	1.7
O=C1Nc2ccc(Br)cc2/C1=C/C(=O)c1ccccc1	-5.6	.	-1.9	0.4	-23.0	-4.3	-4.9	.	-0.9
COc1ccc(C(=O)C2CCCN(C(=O)C3CCOCC3)C2)cc1OC (stereo unspecified)	0.6	-2.6	3.9	0.6	-9.8	17.0	0.8	0.5	-0.1
Cc1cccc(C)c1Nc1c(-c2ccccn2)nc2ccccn12	-0.7	0.0	11.5	2.5	23.8	2.4	-1.6	0.5	21.4
OC[C@@H]1CN(Cc2ccncc2)C[C@H](n2cnc3c(N4CCOCC4)ncnc32)O1	i	0.1	-2.5	1.0	0.5	-6.2	-2.0	.	.
CCc1cc2c(NCC3CCCO3)nc(C)nc2s1 (stereo unspecified)	-0.6	0.8	6.8	.	-2.5	3.1	-2.3	0.6	0.2
O=C(CCS(=O)(=O)c1ccccc1)Nc1ccc(-c2nc3ccccc3s2)c(O)c1	i	.	12.6	.	12.9	19.5	-3.5	1.9	-0.6
CCN(C(=O)CCS(=O)(=O)c1cccc2nonc12)c1ccc(C)c(C)c1	-0.4	-0.7	-1.8	0.1	20.2	-1.5	-4.2	1.3	-0.7
CC(=O)Nc1ccc(NC(=O)C2CCN(S(=O)(=O)c3cccc4nonc34)CC2)cc1	i	-0.9	0.7	.	8.7	14.3	0.6	-2.2	-0.4
CCN1C=C(C(C)=O)C(=O)CC1	i	-2.3	-0.6	0.3	0.3	9.1	-1.3	.	-1.0
Cc1ccc(C(=O)N=c2sccn2C)cc1C	4.5	-1.9	-1.2	0.0	1.8	10.4	-5.1	-0.1	-2.4
C[C@H](CO)N1C[C@H](C)[C@@H](CN(C)C(=O)Nc2ccc(C(F)(F)F)cc2)Oc2c(NC(=O)C3CCCCC3)cccc2C1=O	-0.5	1.2&0.6	-1.1	2.6&3.1	29.0	5.2	-2.2	-0.9	0.3
NNC(=O)c1nc(-c2ccccc2)n2c1CCCCC2	2.6	-1.2	0.3	-1.8	16.3	2.1	-3.7	-3.1	0.1
N[C@@H](Cc1cc(I)c(O)c(I)c1)C(=O)O	i	2.4	0.8	0.2	-4.2	22.7	10.0*	0.9	4.5
Cc1noc(C)c1NC(=O)N(C)C[C@@H]1OCc2ccccc2-c2c(n(C)c3ccccc23)C(=O)N([C@H](C)CO)C[C@H]1C	i	0.9	-1.2	1.3	33.5	-1.0	-3.3	.	.
Cc1cccn2c(=O)nc(SCC(=O)NC3CCCC3)nc12	i	1.7	1.8	-0.2	-4.7	16.5	1.1	0.4	-0.4
O=C(CSc1ncnc2ccccc12)Nc1cccc(S(=O)(=O)N2CCOCC2)c1	i	.	1.0	-0.8	0.7	-0.3	-4.3	1.9	1.0
O=C(COC(=O)c1cnc(Cl)c(Cl)c1)NCc1cccs1	-0.5	.	3.8	0.4	3.4	0.3	-4.0	0.7	0.2

Structures shown so far containing a thiophene ring, fused or not, in the order listed:
SMILES	Vc quorum ag	Mtb BioA inh	Mtb FBA inh	TcdB GH inh	Yp Topo-I inh	GDH-TPI counter	FadD28 binding	UGM FP inh	PfHsp40 yeast
CCOC(=O)c1sc2c(c1C)c(=O)n(CCO)c(=O)n2Cc1ccccc1	-1.2	-3.0	3.7	0.7	12.3	0.7	-0.2	-0.7	0.4
O=C(O)CCC(=O)N1N=C(c2ccc(Br)cc2)CC1c1cccs1 (stereo unspecified)	-0.4	.	4.3	0.6	3.4	3.8	-0.8	-0.6	-0.3
CCc1cc2c(NCC3CCCO3)nc(C)nc2s1 (stereo unspecified)	-0.6	0.8	6.8	.	-2.5	3.1	-2.3	0.6	0.2
O=C(COC(=O)c1cnc(Cl)c(Cl)c1)NCc1cccs1	-0.5	.	3.8	0.4	3.4	0.3	-4.0	0.7	0.2

(list continues)
SMILES	Vc quorum ag	Mtb BioA inh	Mtb FBA inh	TcdB GH inh	Yp Topo-I inh	GDH-TPI counter	FadD28 binding	UGM FP inh	PfHsp40 yeast
O=C(Cc1coc2ccc3ccccc3c12)NCc1ccccc1	0.6	0.7	2.8	0.7	7.3	-3.1	-1.7	2.0	1.9
CC(C)CCSc1nc(N)c(C#N)cc1C#N	-12.5	0.0	3.5	.	8.5	19.5	-2.3	3.4	-0.1
CCCc1[nH]n(-c2ccc(F)cc2)c(=O)c1C=Nc1cccc(F)c1	-0.8	-2.2	-0.8	.	13.0	8.5	-2.0	1.4	-0.5
O=C(Nc1cccnc1)c1ccccc1Oc1ccccc1	.	4.3	0.1	.	0.7	-0.9	-1.2	-2.7	-0.6
COC(=O)CC(NS(=O)(=O)c1cccs1)c1cccc2ccccc12 (stereo unspecified)	-0.4	.	-0.4	.	5.3	-4.7	-2.3	-2.7	-0.1
CN(C)c1ccc(C=NCC2COc3ccccc3O2)cc1 (stereo unspecified)	i	.	-7.6	0.8	-9.4	19.3	-3.0	-2.0	-1.1
COCCNC(=S)N/N=C(\C)c1ccccc1O	-0.1	0.1	0.8	.	9.4	30.9*	0.7	-0.5	1.7
C=CCOc1ccccc1/C=N/O	1.4	-1.5	0.1	.	-8.4	-7.6	-2.9	-0.7	-1.7
CCCCOC(=O)CSc1n[nH]c(=O)[nH]c1=O	i	-1.3	0.6	.	-4.5	3.2	-3.4	2.5	-1.5
COc1ccc([N+](=O)[O-])cc1NC(=O)CSc1nncn1-c1ccccc1	i	.	-0.9	1.5	6.2	9.9	-0.8	-1.6	-1.5
Cc1nc2ccc(NC(=O)N(C)c3ccccc3)cc2s1	-0.3	.	-0.1	-0.4	-1.1	3.6	0.7	1.9	-0.7
C#CCOc1c(Cl)cc(C2C3=C(CCCC3=O)N(CC(=O)O)C3=C2C(=O)CCC3)cc1OC	i	-0.5	159.0*	-0.6	-3.3	15.5	-2.2	0.6	-0.1
CCOC(=O)c1cc2c(c(CCO)n1)[C@H](CCO)N(S(=O)C(C)(C)C)C2 (stereo partly specified)	-0.5	-1.5	0.6	1.3	-0.6	4.2	-3.4	.	0.1
O=C(COC(=O)c1ccco1)Nc1nc2ccccc2s1	1.5	-2.1	3.2	.	3.9	6.6	0.5	-0.8	2.0
O=C(Nc1cc(C(F)(F)F)ccc1N1CCOCC1)c1ccccc1F	-0.1	.	-1.0	.	8.6	-7.2	-1.2	0.8	0.9
Cc1ccc([N+](=O)[O-])cc1S(=O)(=O)Nc1cccc(S(=O)(=O)Nc2ccccc2C(=O)O)c1	-2.9	0.3	1.4	-4.6	-3.2	-1.1	.	2.2	2.7
COc1ccc(-c2nc(CN(C)C(C)c3ccon3)c(C)o2)c(C)c1C (stereo unspecified)	-0.3	1.6	3.2	0.2	22.9	0.9	-1.4	4.1	-0.7
CC(C)OCCCN(C)C1CCN(S(=O)(=O)c2ccc(-c3ccc(=O)[nH]n3)s2)CC1	-0.3	-0.6	3.3	4.7	3.9	0.0	-2.7	3.8	3.6
CC1(C)CC(CCNCc2ccc3c(c2)OCO3)(Cc2ccccc2)CCO1 (stereo unspecified)	-0.2	.	2.5	0.3	4.1	2.2	-1.0	-2.1	.
CCc1nnc(NC(=O)CSc2nncc(=O)n2N)s1	-0.8	-1.0	0.5	0.7	-4.8	7.2	-1.4	3.8	-0.4
COc1ccc(NC(=O)CCN2CCN(S(=O)(=O)c3ccc(Cl)cc3)CC2)cc1	i	1.9	0.5	-0.1	22.6	2.9	-2.8	0.2	0.5
O=c1c(Cc2ccc(Cl)cc2)c(O)ccn1Cc1cccs1	i	.	4.6	0.9	0.1	0.6	-2.9	-0.5	-0.6
O=C(c1cn2ccccc2n1)N1CCc2c([nH]c3ccccc23)C1c1ccccn1 (stereo unspecified)	-0.4	.	-2.7	1.2	9.8	1.2	1.1	0.0	-1.9
COc1ccccc1N1CCN(S(=O)(=O)c2ccc3c(c2)NC(=O)CS3)CC1	i	4.6	2.3	1.2	-2.4	-6.0	2.4	-5.2	0.9
CCn1c(/C=N/n2cnnc2)nc2ccccc21	i	6.1	28.2*	1.3	7.4	47.2*	-0.7	3.0	-0.3
Cc1ccc(NC(=O)c2ccccn2)cc1S(=O)(=O)N1CCOCC1	i	.	4.8	0.0	7.1	-5.0	-1.1	1.8	0.0
CC(NC(=O)c1cc2ccccc2o1)C(=O)O (stereo unspecified)	i	1.5	12.2	.	-2.9	1.4	-0.7	2.3	-0.2
CCN(C(=O)c1ccco1)c1nc(CC(=O)Nc2ccc(Cl)cc2)cs1	-6.7	1.0	-1.3	-0.2	13.3	10.8	-4.6	4.0	-0.1
COc1ccc(CC(=O)NC2CC(C)(C)NC(C)(C)C2)cc1	i	.	-1.2	.	7.2	-4.6	-3.1	0.1	-0.6
Cc1ccnc2nc(C(=O)N3CCN(c4ccc(F)cc4)CC3)nn12	i	3.7	-2.3	.	3.5	-3.6	-2.6	-2.9	-2.0
CC1(C(=O)O)CCN1C(=O)c1cccc(C(F)(F)F)c1 (stereo unspecified)	i	-1.7	-0.7	0.6	-3.7	2.6	0.1	.	.
COC(=O)c1ccccc1C(=O)N1CCCC(C(=O)c2ccc(OC)c(OC)c2)C1 (stereo unspecified)	-1.6	2.8	1.2	2.6	-7.6	0.4	0.0	-0.9	-0.5
CCCc1nnc(NC(=O)C2CCN(C(=O)c3ccco3)CC2)s1	-0.2	.	1.7	-0.1	-6.3	3.7	.	-1.4	-1.0
Cn1c(N/N=C/c2cccs2)nc2c1c(=O)n(Cc1ccccc1)c(=O)n2C	-0.3	-2.0	-3.9	.	-5.2	13.6	-2.5	1.0	1.9

This is a random part of the collection, and some 4.6% of all compounds hit somewhere here.
